HIF-2a inh – HIF-2a reporter inhibitors, primary screen, luminescence, 786-0 RCC cells; 786-0 RCC cells HIF-2a reporter, luciferase luminescence, overnight; inhibition, % at 18.8 µM; 360,000 tested, 0.72% active; AID 624352, 2012;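 active = inhibition of the luminescence signal of 40% or more relative to plate controls, in a single-dose primary screen at 18.75 µM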
Peg3 prom inh – Peg3 promoter-driven luciferase inhibitors, primary screen, cell-based, HeLa, luciferase luminescence; HeLa PEG-Prom luciferase reporter, overnight; inhibition, % at 20 µM; 360,000 tested, 1.7% active; AID 588405, 2011;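 active = inhibition of at least 50% at 20 µM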
Exocytosis inh – LAMP-1 surface exposure blockers, TALL-104 cells – cell-based, flow cytometry, MLPCN library, primary screen; TALL-104 LAMP-1 surface exposure; cells stimulated with thapsigargin and PMA; inhibition, % at 10 µM; 360,000 tested, 0.66% active;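 active = inhibition above about 55%, limit read from the data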
NR2E3 ag-1 – inhibitors of NR2E3-RetCOR corepressor binding, primary screen, NR2E3 agonist project, biochemical, TR-FRET, GST-NR2E3, biotin-RetCOR; Photoreceptor-specific nuclear receptor (Homo sapiens), Q9Y5X4; 1536-well; inhibition of corepressor binding, % at 4.78 µM; 320,000 tested, 0.12% active; AID 2300, 2010;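 active = percent inhibition above the cutoff of mean plus 3 SD of all tested compounds, set per screening campaign, cut at about 20% in these data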;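 also: 0% = DMSO wells and 100% = biotin wells as full block of FRET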
Target sequence (Q9Y5X4 whole entry, looked up): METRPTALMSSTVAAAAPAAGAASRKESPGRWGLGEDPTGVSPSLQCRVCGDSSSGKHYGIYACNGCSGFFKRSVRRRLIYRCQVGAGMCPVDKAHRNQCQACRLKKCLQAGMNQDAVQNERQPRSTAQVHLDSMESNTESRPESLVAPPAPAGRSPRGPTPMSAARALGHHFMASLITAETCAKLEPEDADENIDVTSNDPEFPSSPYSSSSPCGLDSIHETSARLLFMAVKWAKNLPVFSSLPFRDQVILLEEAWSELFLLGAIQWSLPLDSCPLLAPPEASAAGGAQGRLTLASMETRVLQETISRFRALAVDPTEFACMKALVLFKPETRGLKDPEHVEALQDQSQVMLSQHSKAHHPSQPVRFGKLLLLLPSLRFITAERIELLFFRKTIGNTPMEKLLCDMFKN
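Test system – NR2E3–RetCOR corepressor complex · Quantity – NR2E3 fusion 1.35 nM · Buffer or medium – Tris pH 7.5 · Incubation – Compound–protein incubation for 5 h at 4 °C · Technique – TR-FRET, Eu(K)-anti-GST donor, streptavidin-D2 acceptor, ex 340, em 617/671 nm · Evaluation – percent inhibition of 671/617 nm emission ratio versus biotin and DMSO controls · Plate – 1536-well format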
TRPM1 prom inh – inhibitors of MITF-dependent TRPM1 promoter reporter, primary screen, cell-based, SK-MEL-5, single point, luciferase | inhibition, % at 12.5 µM | SK-MEL-5 TRPM1 promoter luciferase, 24 h | 330,000 tested, 0.83% active;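 active = mean inhibition across replicates of 60% or more, whatever share of single replicates reaches that level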; also: values of inactives mirror those of a sister screen read the other way
PDI inh – inhibitors of human PDI, primary screen, biochemical, turbidity, single point, plate reader; Protein disulfide-isomerase (Homo sapiens), P07237; PDI insulin aggregation turbidity, A650, 90 min; inhibition, % at 10 µM; 350,000 tested, 0.052% active;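 active = mean inhibition across replicates of 30% or more, whatever share of single replicates reach that level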;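 also: absorbance from insulin aggregation driven by PDI reduction with DTT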
Target sequence (P07237 whole entry, looked up): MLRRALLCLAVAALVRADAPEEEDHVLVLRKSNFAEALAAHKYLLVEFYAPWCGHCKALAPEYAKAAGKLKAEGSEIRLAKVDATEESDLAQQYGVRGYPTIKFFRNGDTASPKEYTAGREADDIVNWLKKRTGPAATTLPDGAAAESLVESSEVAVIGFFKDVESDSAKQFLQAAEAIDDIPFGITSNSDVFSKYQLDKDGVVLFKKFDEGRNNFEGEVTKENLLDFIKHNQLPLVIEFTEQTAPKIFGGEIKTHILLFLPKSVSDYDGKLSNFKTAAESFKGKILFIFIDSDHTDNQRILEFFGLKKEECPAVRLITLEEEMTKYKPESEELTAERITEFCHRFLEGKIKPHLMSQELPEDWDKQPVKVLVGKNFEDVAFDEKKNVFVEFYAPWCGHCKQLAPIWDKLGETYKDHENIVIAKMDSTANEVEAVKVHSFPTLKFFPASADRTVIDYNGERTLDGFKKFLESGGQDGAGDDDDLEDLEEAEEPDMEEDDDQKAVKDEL
CaV13 FRET inh – Disruptors of the CACNA1D IQ motif to Ca2+-dependent inactivation inhibitor domain association, primary screening, Förster resonance energy transfer in intact living … | AID 743397 | 340,000 tested, 0.098% active | inhibition, % at 12.3 µM | HEK cells, CFP/YFP FRET ICDI-IQ, plate reader, 10 min; percent FRET-ratio fall versus neutral wells;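 active = mean replicate inhibition of at least 30% and at least 1% of replicates passing that level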;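 also: 0% = median of the neutral control wells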
NR2E3 ag-2 – NR2E3 agonists in two-hybrid cells, primary screen, cell-based, luminescence, CHO-S, Gal4-NCOR/VP16-NR2E3; Photoreceptor-specific nuclear receptor (Homo sapiens), Q9Y5X4; luciferase; inhibition of corepressor binding, % at 3.98 µM; 360,000 tested, 0.35% active; AID 602229, 2012;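 active = inhibition above the mean of all tested compounds plus 3 SD, cut at about 70% in these data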;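 also: 0% = DMSO with NR2E3 transfected cells and 100% = cells lacking NR2E3 construct; higher means lower luciferase signal from less NR2E3 corepressor binding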
Vif inh – HIV Vif self-association inhibitors, primary screen, imaging, HEK293T, single point | HEK293T cells, Vif self-association by quenched fluorescence, 24 h | inhibition, % at 7.49 µM | 340,000 tested, 0.35% active | AID 602346, 2012; in the data active = inhibition above about 50%, passing the limit was not always enough; also: some results filed as inactive read as strong as hits
hiPSC survival – enhancers of single-cell hiPSC survival, primary screen, ATPlite luminescence. 100% = ROCK inhibitor wells, 0% = DMSO. survival enhancement, % at 20 µM. 360,000 tested, 0.044% active; in the data active = survival enhancement above about 18%;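 also: cells exposed to compounds for 16 hours before the ATP read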
aDG glyco up – activators of alpha-DG glycosylation, primary screen, uHTS, Pro5-aDG cells, AlphaScreen. 360,000 tested, 0.22% active. activation, % at 10 µM. alpha-DG glycosylation AlphaScreen (IIH6); 0% Pro5, 100% B10-LARGE cell signal. AID 624168, 2012;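 active = activation of at least 8% versus controls, or a plate z-score of at least 8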;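 also: Pro5 are CHO cells carrying HIG-tagged alpha-DG that lacks glycosylation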
* = called active by the depositor; x = no result given.

SMILES,Peg3 prom inh,TRPM1 prom inh,CaV13 FRET inh,PDI inh,NR2E3 ag-2,Vif inh,aDG glyco up,HIF-2a inh,NR2E3 ag-1,hiPSC survival,Exocytosis inh
O=C(O)c1cc(N/N=C/c2ccc(-c3ccc(F)cc3)o2)ccc1Cl,-187,-15,-4,9,-73,4,-0.1,-167,0,0.2,11
O=C(CC1CCCC1)OCn1nnc2ccccc2c1=O,-7,17,x,-7,-14,12,-0.1,12,-1,9.7,-7
O=C(C1CCC(=O)N(C2CCCCCC2)C1)N1CCN(c2ccccc2Cl)CC1 (configuration not stated),2,-2,-8,-10,12,-7,0.3,-11,-2,-0.5,14
Cc1cc(NC(=O)CSc2nnc(C)c(=O)[nH]2)no1,-7,2,-5,5,8,69*,-0.1,2,2,1.2,4
O=C(CC1C(=O)NCCN1Cc1ccccc1C(F)(F)F)NCCc1ccccn1 (configuration not stated),10,3,-20,10,-3,9,-0.2,9,1,-1.2,-2
CSc1nsc(SCC(=O)Nc2ccc(O)c(C(=O)O)c2)n1,18,15,-7,-3,-12,-10,0.1,4,-3,-0.4,-7
CC(C)(C)NC(=O)COc1ccc(CNCCc2ccccc2)cc1,2,1,-6,-2,12,-5,-0.2,4,-4,-1.1,4
CC1CCN(C(=O)COc2ncnc3ccccc23)CC1,-18,-18,-6,-2,3,6,-0.1,-33,-3,-0.7,-4
COc1cccc(CNC(=O)C2CCN(S(=O)(=O)c3c(C)nn(C)c3C)CC2)c1,4,3,-2,x,-6,18,0.3,-1,2,-0.6,4
CC(=O)Nc1ccc(S(=O)(=O)Nc2ccccc2C(=O)NCc2cccnc2)cc1,4,7,-7,-7,-2,8,-0.1,9,3,-0.3,-7
O=c1[nH]c(N2CCOCC2)nc2ncn(Cc3ccccc3)c12,10,-5,-4,-12,-4,-2,-0.1,12,-1,1.1,-4
CCOC(=O)c1[nH]c(C)c(C(=O)OCC(=O)NCc2ccc(Cl)cc2)c1C,17,8,-2,-15,7,-15,0.4,7,0,-0.2,4
O=C(N/N=C/c1ccc(O)c(O)c1O)/C(=C/c1ccc([N+](=O)[O-])cc1)NC(=O)c1ccccc1,0,25,-4,2,-26,11,0.0,19,1,2.6,-2
CCCCn1c(-c2sccc2C)n[nH]c1=S,21,8,-2,-1,-26,-1,-0.1,17,3,2.1,-5
C=CCNc1nc(NCCN2CCOCC2)nc(OC)n1,6,0,-1,-7,-6,-4,1.1,-11,3,-3.3,-3
CCOC(=O)c1ccc2c(c1)n(CC)c(/C=C/Nc1ccccc1)[n+]2CC,15,7,-5,-22,1,-5,0.2,13,2,2.6,0
CCOc1ccc(NC(=O)CN2CCN(c3ccccc3C)CC2)cc1S(=O)(=O)N1CCCC1,9,3,-3,3,-7,19,0.1,-1,2,5.0,5
COc1ccc2nc3oc(C(=O)N4CCN(c5cccc(C(F)(F)F)c5)CC4)cc3cc2c1,-6,-6,x,-9,-9,-2,0.2,-18,-1,-1.3,0
CCc1ccc(OCC(=O)N/N=C/c2ccc(OS(=O)(=O)c3ccc(C)cc3)c(OC)c2)cc1,-7,3,-3,-7,-15,7,-0.1,19,0,0.8,0
CCN(CC)c1ccc(C(=O)N/N=C(\C)c2ccc(O)cc2)cc1,8,6,-3,1,-19,7,-0.4,6,-2,2.1,-4
C[C@@H](NC(=O)C(=O)c1c[nH]c2ccccc12)c1ccccc1,7,4,x,x,12,-14,0.0,8,-1,-1.1,8
Cc1ccc(-n2nc(C)c3c2C(Br)C(C)(C)CC3=O)nc1 (configuration not stated),9,-8,-2,-8,-5,-5,0.0,-1,x,0.3,1
Cc1cnc(NC(=O)c2cc(-c3ccccc3)nn2-c2ccccc2)s1,23,-3,1,-4,-17,0,0.0,14,x,-0.1,-1
O=C(NCCc1ccccn1)c1ccc(OC2CCN(Cc3ccccn3)CC2)cc1,-11,5,-5,-1,-13,x,-0.1,-35,2,-0.3,3
Cc1c(OC(C)C(=O)NCCN2CCOCC2)ccc2c3c(c(=O)oc12)CCC3 (configuration not stated),15,-30,-6,-9,6,-6,0.0,11,2,0.0,-8
Cn1cc(S(=O)(=O)NCc2ccc(F)cc2)c(=O)n(C)c1=O,3,1,-3,0,-12,-2,-0.1,14,1,0.2,-6
C=CCNC(=O)CCc1nnc(C2(c3ccc(Cl)cc3)CCC2)o1,-212,-55,-4,7,-62,7,0.2,-226,0,-1.1,-2
COc1cc(NS(=O)(=O)c2ccc(Nc3nc(-c4ccccc4)cs3)cc2)nc(OC)n1,14,-10,-6,-31,-21,0,0.0,-5,1,-0.8,-2
Cc1ccc(NC(=O)c2ccc3c(c2)C(=O)N(c2cc(C)ccc2C)C3=O)nc1,-13,-9,x,-4,-19,3,-0.1,-60,4,0.7,11
Cc1ccc(NC(=S)NC2CCSc3ccccc32)cc1C (configuration not stated),25,17,-6,-7,66,x,0.0,-13,1,-0.2,34
CN1/C(=C\C=N\NC(=O)c2cccnc2)C(C)(C)c2ccccc21,6,-4,-19,-6,-13,-9,0.2,21,-3,-2.3,2
Cc1ccc(/C=C/C2=NN(Cc3ccccc3)C(=O)CC2)cc1,-1,-4,-5,2,-6,6,-0.1,-11,-4,1.0,-4
Cc1ccc(NC(=O)C2CC(=O)N(CCc3ccccc3)C2)cc1Cl (configuration not stated),12,4,-2,-4,3,2,0.0,1,0,-0.2,2
COC(=O)c1ccccc1NC(=O)CS(=O)(=O)Cc1nc(-c2ccc(C)cc2)oc1C,8,20,-5,x,-27,-8,-0.1,8,1,1.5,0
COc1ccccc1C(=O)NC(=O)COC(=O)c1cnccn1,0,x,-12,1,-23,1,-0.3,-8,x,-1.1,0
Cc1ccccc1C(=O)Oc1ccc2ccc(O)cc2c1,-391,-89,-3,1,-175,-3,0.0,-111,-3,-0.3,18
CC(C)(C)SCCNC(=O)c1ccc(NS(C)(=O)=O)cc1,-43,-26,-5,-9,-17,-10,-0.3,-67,1,-1.1,3
COc1ccc(-c2cc(-c3n[nH]c(=S)n3-c3cccc4ccccc34)[nH]n2)cc1,-13,-21,1,-3,42,4,-0.1,-1,4,-0.4,3
COc1ccc(CNC(=O)c2cc(-n3cnnc3)ccc2Cl)cc1,5,-7,-2,5,-34,2,-0.2,9,3,0.8,2
CCOC(=O)c1oc2ccc(CNC3CCCCC3)c(Cl)c2c1C,-7,-13,-9,4,4,2,1.5,-21,4,-0.6,0
Cc1ccc(S(=O)(=O)N(C)C)cc1NC(=O)COC(=O)/C=C/c1ccc2c(c1)OCO2,20,-6,2,-4,-31,2,-0.3,0,5,0.3,-3
COc1cc(SC)ccc1C(=O)NCc1ccccc1,-71,-9,-6,4,-32,-6,0.0,-102,-1,1.4,4
COc1ccccc1-c1cnc(C(O)c2cc(C)ccc2C)[nH]1 (configuration not stated),9,x,-10,-5,20,0,-0.3,2,x,3.5,-1
Cc1ccccc1NC(=O)Cc1nnc(SCC(=O)NC2CCCCC2)n1C,-4,7,-7,-6,-14,2,-0.1,15,0,-0.8,-5
CC12CCC(=O)N1C(C(=O)Nc1nc3ccccc3s1)CS2 (configuration not stated),-21,-5,-5,-7,6,-4,-0.1,-32,5,0.0,-3
COc1ccccc1N1CCN(C(=O)c2cc(-c3ccc(C)cc3)on2)CC1,-20,-5,-5,-2,-17,x,0.0,-22,-2,-0.4,-4
Cc1ccc(O)c(NC(=O)CN(C)S(=O)(=O)c2ccc(Cl)cc2)c1,9,7,-4,0,7,3,-0.3,-9,-2,2.5,-3
CN1CCN(C(=O)c2ccc(Oc3ccc([N+](=O)[O-])cc3)cc2)CC1,17,-12,-6,5,0,5,0.0,10,-3,-0.3,3
Cc1cc(C)c(NC(=O)CSc2nc3ccccc3c(=O)n2CCCN2CCOCC2)c(C)c1,-24,-3,-2,-6,6,-10,0.1,-8,3,0.0,9
CNS(=O)(=O)c1cccc(C(=O)OCC(=O)Nc2ccc3ccccc3c2)c1,-12,-5,-5,-4,-39,-12,0.2,-13,x,3.5,0
Cc1ccc(C)c(S(=O)(=O)NCCCn2ccnc2)c1,8,11,-6,5,-7,-18,-0.1,15,2,0.1,3
CC(=O)c1cccc(NC(=O)Nc2cnn(Cc3ccc(Cl)cc3Cl)c2)c1,2,0,-8,0,-5,-4,0.3,18,3,0.5,-1
CSc1nnc(-c2nnc(SC)n2-c2ccccc2)n1-c1ccccc1,-18,0,-10,-1,-7,-6,-0.1,-6,-1,0.2,-5
Cc1ccccc1NCC(=O)N=Nc1c(O)[nH]c2ccc([N+](=O)[O-])cc12,34,-3,-4,-5,-11,3,-0.2,-3,-2,-0.1,-4
CCNC(=O)NC(=O)C(C)OC(=O)c1cccnc1SC (configuration not stated),11,-7,-6,-10,-17,-10,-0.1,22,0,1.1,2
OC(CN1CCOCC1)c1ccc(F)cc1 (configuration not stated),3,8,3,-3,28,8,0.2,17,0,4.2,-2
Cc1ccc(NC(=O)COC(=O)c2ccc(=O)n(Cc3ccccc3)n2)cc1F,-15,-9,-6,2,-13,12,-0.2,-6,3,-0.1,7
COc1ccccc1C#CC1=CC(=O)C[C@H](c2ccc(F)cc2)C1,-99,x,-7,-1,-43,1,0.3,-76,x,1.7,8
CC(C)n1cnc2cc(NCc3ccccc3O)ccc21,-55,-27,-2,11,-17,0,-0.1,-90,-3,-0.5,3
COC(=O)c1ccc(NC(=O)CNCc2ccncc2)cc1,7,3,-3,0,-5,1,0.3,8,1,-2.9,-6
O=C(NCC1CCCO1)[C@@H]1CSC2c3ccccc3C(=O)N21 (some centres not stated),0,7,-1,-3,-16,0,-0.3,7,3,5.0,1
COc1cccc(C(=O)Nc2cccc(NC(C)=O)c2)c1,-26,8,-9,-10,-36,4,-0.2,-62,-1,2.1,1
Nc1nc(N)c(N=Nc2ccccc2)c(=O)[nH]1,-36,-13,-6,-1,23,36,-0.4,-39,x,-2.0,-11

Compound activity (PubChem)
